Screens: PubChem BioAssay, The Scripps Research Institute Molecular Screening Center
TAAR1 ag: human TAAR1 agonism; Q96RJ0; CHO RD-HGA16 TAAR1, Fluo-8 calcium fluorescence; vehicle wells 0%, saturating PEA agonist 100%; activation, % at 3 µM; 360,000 compounds, 0.99% hits; AID 624467;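 active = activation above the mean activation of all test compounds in the run plus 3 SD, cut at about 38% in these data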
Target sequence (Q96RJ0 whole entry, looked up): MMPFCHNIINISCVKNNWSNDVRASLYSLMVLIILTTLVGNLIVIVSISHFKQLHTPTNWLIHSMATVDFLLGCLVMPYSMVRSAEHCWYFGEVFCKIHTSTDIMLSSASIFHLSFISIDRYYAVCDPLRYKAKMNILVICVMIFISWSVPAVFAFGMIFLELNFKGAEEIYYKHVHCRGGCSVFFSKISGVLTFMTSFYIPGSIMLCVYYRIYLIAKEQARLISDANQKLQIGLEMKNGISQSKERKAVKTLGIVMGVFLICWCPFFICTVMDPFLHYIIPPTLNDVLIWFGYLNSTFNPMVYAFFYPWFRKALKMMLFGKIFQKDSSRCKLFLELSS
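Assay system: CHO-derived RD-HGA16 cells with stable Gα16 and human TAAR1; timing: 17-24 h seeding, 75 min 37 °C dye, 30 min RT; read-out: % activation from peak over basal fluorescence ratio, DMSO-to-PEA scaled; measured by: kinetic Fluo-8 calcium fluorescence; benchmarks: low control DMSO, high control PEA (EC100); doses: 3 µM single concentration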
M1 PAM: positive allosteric modulators of human M1 muscarinic receptor; activation, % at 3 µM; CHO-K1 hM1, Fluo-8 calcium fluorescence, ACh EC20; 0% = ACh EC20, 100% = maximal ACh; P11229; 360,000 compounds, 0.088% hits; in the data active = activation above about 19%, passing the limit was not always enough
Target sequence (P11229 whole entry, looked up): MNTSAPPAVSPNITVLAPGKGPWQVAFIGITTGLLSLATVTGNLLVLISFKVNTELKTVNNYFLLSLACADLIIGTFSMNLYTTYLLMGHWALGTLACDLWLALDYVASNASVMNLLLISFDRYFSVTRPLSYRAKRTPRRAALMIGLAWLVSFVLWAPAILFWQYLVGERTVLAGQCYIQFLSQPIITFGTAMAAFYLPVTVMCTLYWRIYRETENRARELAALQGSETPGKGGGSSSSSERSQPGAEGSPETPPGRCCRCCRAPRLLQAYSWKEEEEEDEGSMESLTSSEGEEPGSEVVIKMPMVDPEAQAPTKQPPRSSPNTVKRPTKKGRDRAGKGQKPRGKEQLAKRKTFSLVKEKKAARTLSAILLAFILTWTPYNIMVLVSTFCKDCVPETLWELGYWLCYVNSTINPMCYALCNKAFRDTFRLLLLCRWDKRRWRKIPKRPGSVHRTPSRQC
CHRM1 agonist: activates human CHRM1 receptor. CHO-K1 hM1, Fluo-8 calcium fluorescence, agonist mode; 0% DMSO, 100% acetylcholine EC100. activation, % at 3 µM. 360,000 compounds, 0.33% hits. AID 588814;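 active = activation above the run's mean compound activation plus 3 SD, cut at about 16% in these data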;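 note: peak over basal fluorescence ratio within a 140 s kinetic read after compound addition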
TAAR1 antag: antagonists of human TAAR1; CHO RD-HGA16 TAAR1, Fluo-8 calcium fluorescence, antagonist; inhibition, % at 3 µM; 360,000 compounds, 1.5% hits; AID 624466;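 active = inhibition above a per-plate cutoff, the mean inhibition of test compounds on that plate plus 3 SD, cut at about 49% in these data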;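 note: 0% = DMSO plus EC80 beta-PEA response and 100% = DMSO alone without agonist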
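System: RD-HGA16 CHO cells with stable hTAAR1 and Gα16 | Probe or stimulus: EC80 β-phenethylamine stimulus | Dosing: 3 µM, single point | Times: Dye loading 75 min at 37 °C, then 30 min room temperature | Measured by: Fluo-8 calcium-sensitive fluorescence | Read-out basis: % inhibition of agonist calcium response | Replicates: n of 1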
CHO parental Ca: signal in parental CHO cells, OX1R antagonist counter-screen | parental CHO-K1, ATP-induced calcium, Fluo-8 fluorescence | inhibition, % at 5.6 µM | 330,000 compounds, 0.63% hits | AID 463079;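 active = inhibition above that plate's mean sample inhibition plus 3 SD, cut at about 26% in these data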;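 note: 0% = ATP-challenged DMSO wells and 100% = DMSO wells without ATP; some compounds past the cut are filed as inactive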
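Material: parental CHO cells / Compound: single nominal dose of 5.6 µM per compound / Signal: Fluo-8 fluorescence / Replicates: singlicate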
CHO-K1 Ca PAM: nonselective activator or artifact in parental CHO-K1 calcium assay | AID 602247 | activation, % at 3 µM | 360,000 compounds, 0.02% hits | ATP EC20, Fluo-8 calcium fluorescence; 0% at ATP EC20, 100% at ATP max;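 active = activation above the run cutoff, the mean activation of all test compounds plus 3 SD, cut at about 40% in these data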;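 note: peak over basal fluorescence ratio in a 140 s read after ATP addition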
CHO-K1 Ca antag: nonselective inhibitor or artifact in parental CHO-K1 cells | ATP-induced calcium, Fluo-8 fluorescence | inhibition, % at 3 µM | 360,000 compounds, 0.6% hits | AID 602250;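 active = inhibition above a per-plate cutoff, the plate's mean sample inhibition plus 3 SD, cut at about 24% in these data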;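 note: 0% = DMSO plus EC80 ATP and 100% = DMSO alone without ATP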
M1 antag: blocks human M1 muscarinic receptor; P11229; CHO-K1 hM1, Fluo-8 calcium fluorescence, ACh EC80 antagonist; inhibition, % at 3 µM; 360,000 compounds, 1.3% hits;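 active = percent inhibition above its own plate's cutoff, namely the mean of that plate's compound wells plus 3 SD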;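 note: peak over basal fluorescence ratio during 140 s after agonist addition; 0% = ACh EC80 plus DMSO and 100% = DMSO alone without agonist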
CHO-K1 Ca ag: M1 agonist counterscreen hit in parental CHO-K1 cells; Fluo-8 calcium fluorescence; scaled to maximal ATP response, vehicle zero; activation, % at 3 µM; 360,000 compounds, 0.48% hits; AID 602248; in the data active = activation above about 15%;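 note: untransfected CHO-K1 host cells lacking M1 receptor as counterscreen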
* hit, by the source's call; nt = not tested or not shown.

item	structure	TAAR1 ag	M1 PAM	CHRM1 agonist	TAAR1 antag	CHO parental Ca
1	CCc1ccc(NC(=O)Cn2nc(C(=O)O)c3ccccc3c2=O)cc1	3	8	-3	-6	-5
2	CC1(C)Cc2c(c(N3CCOCC3)nc3sc(C#N)c(N)c23)CS1	16	6	-3	-3	-14
3	CCOc1ccc(NC(=S)NCc2ccco2)cc1	4	-6	-8	-1	-2
4	Cc1ccc(-c2ccc(CN3C(C)C(=O)N(Cc4cn(Cc5ccco5)nn4)CCS3(=O)=O)cc2)cc1 (stereo not given)	1	-3	-5	21	nt
5	O=C(Nc1ccc(Cl)cn1)c1cccc(S(=O)(=O)N2CCCCCC2)c1	1	-13	-5	-4	nt
6	CCN(c1ccccc1)S(=O)(=O)c1cc(C(=O)OC2CCOC2=O)ccc1C (stereo not given)	-2	16	-5	17	-14
7	Cn1c(CNC(=O)c2ccco2)nnc1SCC(=O)Nc1ccc(Br)cc1F	0	5	-9	-32	-21
8	CC(=O)N1CCN(Cc2nc3cc(NC(=O)COc4ccccc4)ccc3n2C)CC1	5	4	-7	-17	1
9	O=C(NCc1nnnn1-c1ccc(F)c(F)c1)c1ccc(S(=O)(=O)N2CCOCC2)cc1	1	-3	-5	-10	-1
10	CC(=O)Nc1ccc(S(=O)(=O)Nc2ccc(Cl)cn2)cc1	7	4	-3	-3	-6
11	O=C(Nc1ccc(O)cc1C(=O)O)c1ccc(NC(=O)c2ccco2)cc1	-1	10	-1	-71	-1
12	Cc1cc(C(=O)COC(=O)c2ccccc2Br)c(C)n1CC1CCCO1 (stereo not given)	0	4	-1	-3	-3

item	CHO-K1 Ca PAM	CHO-K1 Ca antag	M1 antag	CHO-K1 Ca ag
1	-18	-10	-10	-0.5
2	14	-8	-23	0.5
3	16	14	11	17*
4	-3	-5	2	1.0
5	2	-5	3	3.3
6	3	-8	8	0.8
7	22	-10	-15	-0.1
8	26	-12	-7	1.3
9	-8	4	8	0.6
10	4	-4	-7	1.3
11	5	-1	-7	-0.4
12	17	-15	-30	6.1

Next entries follow.
item	structure	TAAR1 ag	M1 PAM	CHRM1 agonist	TAAR1 antag	CHO parental Ca
13	COc1cc(CNCCNC(=O)c2nonc2N)ccc1OCc1ccc(Cl)cc1	36	8	1	11	23
14	COCCCn1c(=O)/c(=C\c2ccccc2OC(F)F)s/c1=C(/C#N)C(N)=O	10	9	-4	-5	-11
15	Cc1ccc(S(=O)(=O)N(C)CCCC(=O)Nc2ccc(C)cc2C)cc1	3	-9	-3	2	-2
16	CCN(CC(=O)Nc1c(F)cccc1F)C(=O)c1cccc(S(=O)(=O)N2CCCc3ccccc32)c1	6	6	0	16	nt
17	CC(C)CNC(=O)C(=O)Nc1cc2c3c(c1)C(C)C(=O)N3CCC2 (stereo not given)	0	9	-2	-10	-26
18	CCCCN(CC)C(=O)Cc1c(C(=O)O)[nH]c2ccc(Cl)cc12	6	0	0	1	-17
19	COCCCNc1nc2ccccc2nc1NS(=O)(=O)c1ccc(C)c(C)c1	-1	19	0	-9	-18
20	O=[N+]([O-])c1ccc(Cl)cc1N1CCCC1	6	10	-3	-14	-13
21	CC(C)(C)NC(=O)C(c1ccc(O)cc1)N(Cc1ccc2c(c1)OCO2)C(=O)CCl (stereo not given)	2	8	-4	-7	nt
22	CC1(C)Cc2nc(N3CCCC3)c(C#N)cc2CO1	5	7	-2	18	-11
23	Cc1cccc(C)c1-n1c(SCC(=O)Nc2ccc(C(=O)O)cc2)nnc1-c1cccc(S(=O)(=O)N(C)C)c1	0	4	1	5	-13
24	CCNC(=O)COc1cc(C)c(Br)c(C)c1	2	4	-4	6	-11

item	CHO-K1 Ca PAM	CHO-K1 Ca antag	M1 antag	CHO-K1 Ca ag
13	14	1	-2	17*
14	-13	14	-2	1.1
15	3	3	8	4.4
16	-13	-3	-6	2.6
17	3	-4	-12	1.4
18	13	-3	-31	-0.2
19	-3	-10	-11	0.3
20	24	-12	-7	0.5
21	-2	3	-8	0.9
22	6	-5	1	0.3
23	-6	-11	1	-0.2
24	9	-24	-12	2.2

The list goes on.
item	structure	TAAR1 ag	M1 PAM	CHRM1 agonist	TAAR1 antag	CHO parental Ca
25	COc1ccc(Cl)cc1-c1nc(SCC(N)=O)n[nH]1	2	-2	-4	-1	5
26	CCn1ncc(Br)c1C(=O)N(C)C12CC3CC(CC(C3)C1)C2	31	8	-2	-6	-15
27	CN1CCN(CC(=O)Nc2c(C(=O)c3ccccc3)oc3ccccc23)CC1	0	-38	-14	3	-8
28	COCc1c(C(=O)N/N=C/c2ccc(C)o2)nnn1-c1nonc1N	0	5	-3	13	-3
29	COc1ccc(NS(=O)(=O)c2ccc3oc(=O)ccc3c2)cc1	4	-2	-1	-11	-2
30	Cc1onc(-c2ccccc2)c1C(=O)Nc1ccc(Cl)c(S(=O)(=O)N2CCOCC2)c1	12	5	-4	-10	-24
31	CN(C)S(=O)(=O)c1cccc(C(=O)OCC(=O)NC2CCCc3ccccc32)c1 (stereo not given)	1	9	0	-4	-11
32	CN(C(=O)Cc1c(C(=O)O)n(C)c2ccccc12)c1ccc(F)cc1	4	13	-7	6	-11
33	CC[N+]1=C(C)C(C)(C)c2cc(C)ccc21	2	-4	-3	17	64*
34	O=C(Nc1nnc(CCN2CCOCC2)s1)c1ccccc1	4	11	-6	-15	-10
35	N#Cc1ccccc1OCC(=O)NCC1(N2CCCCC2)CCCCC1	1	-1	-7	-9	-13
36	O=[N+]([O-])c1cccc(-c2cc3ccccc3[nH]2)c1	1	-5	-5	16	-12

item	CHO-K1 Ca PAM	CHO-K1 Ca antag	M1 antag	CHO-K1 Ca ag
25	-7	-2	10	0.2
26	19	-14	-11	0.5
27	4	-13	60*	1.6
28	13	0	-4	8.6
29	10	-13	-3	2.3
30	19	-19	-9	2.8
31	12	-5	-5	0.8
32	19	0	0	7.6
33	7	19	27	5.3
34	16	-5	-13	0.2
35	9	-20	-1	0.9
36	-17	13	6	0.8

Reformatted: entries from further up.
25: COc1ccc(Cl)cc1-c1nc(SCC(N)=O)n[nH]1
  TAAR1 ag: 2 | M1 PAM: -2 | CHRM1 agonist: -4 | TAAR1 antag: -1 | CHO parental Ca: 5 | CHO-K1 Ca PAM: -7 | CHO-K1 Ca antag: -2 | M1 antag: 10 | CHO-K1 Ca ag: 0.2

29: COc1ccc(NS(=O)(=O)c2ccc3oc(=O)ccc3c2)cc1
  TAAR1 ag: 4 | M1 PAM: -2 | CHRM1 agonist: -1 | TAAR1 antag: -11 | CHO parental Ca: -2 | CHO-K1 Ca PAM: 10 | CHO-K1 Ca antag: -13 | M1 antag: -3 | CHO-K1 Ca ag: 2.3

32: CN(C(=O)Cc1c(C(=O)O)n(C)c2ccccc12)c1ccc(F)cc1
  TAAR1 ag: 4 | M1 PAM: 13 | CHRM1 agonist: -7 | TAAR1 antag: 6 | CHO parental Ca: -11 | CHO-K1 Ca PAM: 19 | CHO-K1 Ca antag: 0 | M1 antag: 0 | CHO-K1 Ca ag: 7.6

28: COCc1c(C(=O)N/N=C/c2ccc(C)o2)nnn1-c1nonc1N
  TAAR1 ag: 0 | M1 PAM: 5 | CHRM1 agonist: -3 | TAAR1 antag: 13 | CHO parental Ca: -3 | CHO-K1 Ca PAM: 13 | CHO-K1 Ca antag: 0 | M1 antag: -4 | CHO-K1 Ca ag: 8.6

The results go on.
item	structure	TAAR1 ag	M1 PAM	CHRM1 agonist	TAAR1 antag	CHO parental Ca
37	CN(C)S(=O)(=O)c1ccc(C(=O)NNC(=O)C23CC4CC(CC(C4)C2)C3)cc1	1	-1	-3	12	-3
38	COc1cc(C=NNc2nc3c([nH]2)c(=O)n(C)c(=O)n3C)ccc1O	1	-2	-2	18	nt
39	COc1ccccc1N1CCN(C(=O)CSc2nnc(-c3ccoc3C)o2)CC1	2	0	-2	1	-29
40	COC(=O)C(C)Sc1nc2c(c(=O)[nH]c(=O)n2C)n1CCCc1ccccc1 (stereo not given)	0	-1	-3	6	-18
41	Cc1cc2nnc(SCC(=O)Nc3cc(S(=O)(=O)N4CCOCC4)ccc3Cl)n2c2ccccc12	3	-19	-11	39	-29
42	NC(=O)C1CCCN(S(=O)(=O)c2ccc(Br)cc2)C1 (stereo not given)	-2	2	-2	10	4
43	Cc1ccc(NC(=O)CN(C)S(=O)(=O)c2ccc(Cl)s2)c(O)c1	1	3	-1	3	-10
44	Cc1ccc(N2C(=O)CC(Sc3nc(-c4ccccc4)c4cc(Cl)ccc4n3)C2=O)c(C)c1 (stereo not given)	0	-3	-3	3	-8
45	c1ccc(OCCNc2nc(NCC3CC3)nc3ccsc23)cc1	14	-19	-3	32	nt
46	CC(=O)c1ccc(Nc2nc(C(C)N)cs2)cc1 (stereo not given)	15	1	-4	-9	nt
47	COc1ccc(NC(=O)CN2C(=O)C(C)SC(C)C2=O)c(OC)c1 (stereo not given)	6	12	-6	1	-9
48	CCOC(=O)C1=CN(Cc2cccc(F)c2)S(=O)(=O)N(CC)C1c1ccc(Br)cc1F (stereo not given)	1	0	-6	13	2
49	Cc1cc(C(=O)COc2ccc(C#N)cc2)c(C)n1-c1ccc2c(c1)OCO2	2	-10	-9	7	-2
50	Cc1ccc(CNC(=O)c2cc(-c3ccccc3C)n(CC3CC(c4cccc([N+](=O)[O-])c4)=NO3)n2)cc1 (stereo not given)	7	0	-2	8	-15
51	CN1OC[C@@H]2CN(C(=O)CCc3ccccc3)[C@H](c3ccccc3Br)C[C@@H]21	2	-7	-2	-6	nt

item	CHO-K1 Ca PAM	CHO-K1 Ca antag	M1 antag	CHO-K1 Ca ag
37	-7	0	12	0.8
38	4	-12	-1	-0.3
39	6	1	-12	3.7
40	5	-4	10	0.7
41	-8	5	13	4.0
42	20	1	-20	0.3
43	-15	14	8	0.0
44	-13	14	10	-0.5
45	-13	1	21	6.5
46	4	-2	-10	0.0
47	13	-1	-6	0.1
48	17	-8	-3	1.0
49	-6	32*	3	0.4
50	12	-12	1	0.3
51	5	0	22	1.3
